INS promoter inh: TRM-6 insulin promoter activity inhibition; TRM-6 cells (human fetal islet line), insulin promoter-eGFP reporter, imaging; reporter expression induced with tamoxifen; inhibition, % at 2 µM; 130,000 tested, 0.9% active; AID 1273;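 active means inhibition above the mean plus 3 SD, with well images judged a real hit on visual review, cut at about 60% in these data, passing the limit was not always enough; inconclusive means inhibition over the cutoff but images rejected on review; inactive means inhibition not above the cutoff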
sdo1 growth: compounds rescuing growth of sdo1-depleted yeast, bone marrow failure model | S. cerevisiae sdo1-depleted JHY4D growth rescue, OD600 30 h; active compounds read high; pdr5 snq2 efflux-pump mutant strain | 140,000 tested, 0.21% active | z-score at 10 µM | AID 817;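 active means z-score above 3 at both the 24 hr and the 30 hr optical density reads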;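 further: z-score against mean and SD of all compound wells on the same plate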
sdo1 growth Rescue 24 h: also measured in sdo1 growth; calls as there; z-score; S. cerevisiae sdo1-depleted JHY4D growth rescue, OD600; measured here: growth rescue at 24 h;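 0 is the plate mean of compound wells and units are plate SD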
Numbers without * were called inactive; ? = inconclusive; / = no result given.

(1) O=C(Cn1nnc(-c2cccc(C(F)(F)F)c2)n1)N1CCOCC1
(2) O=C(COc1ccc(/C=N/NC(=O)CSCc2ccc([N+](=O)[O-])cc2)cc1)NCc1ccco1
(3) O=C(NCc1cccnc1)/C(=C\c1ccc(-c2ccc(Cl)c(Cl)c2)o1)S(=O)(=O)c1ccccc1
(4) CCCCC(CCC(=O)O)(C(=O)OCC)c1csc(Nc2ccc(C)cc2)n1 (stereo not given)
(5) Cn1cnnc1SCc1ccc(C(=O)N/N=C(\CCC(=O)O)c2ccc(C(C)(C)C)cc2)cc1
(6) Cc1ccccc1Nc1nc(N)nc(CSc2nc3ccccc3s2)n1

Screen / compound no.,1,2,3,4,5,6
INS promoter inh,/,14,-93,53,43,7
sdo1 growth,1.1,1,-1.9,/,-0.58,-1.7
sdo1 growth Rescue 24 h,1.3,-0.43,-1.8,/,-2.2,-1.2

(7) COc1ccc(CCNC(=O)COc2ccc(C)nc2[N+](=O)[O-])cc1OC
(8) Cc1nn(C)c(C)c1NC(=O)c1ccnn1C
(9) O=C(Cn1nc(-c2ccc3c(c2)OCCO3)ccc1=O)Nc1cccc(NC(=O)c2ccccn2)c1
(10) O=c1[nH]cnc2c1N1CCC2CC1
(11) COc1cc(CC(=O)NCc2ccco2)cc(OC)c1OC
(12) Cc1c(Cl)c([N+](=O)[O-])nn1CC(=O)Nc1ccc2c(c1)OCO2

Screen / compound no.,7,8,9,10,11,12
INS promoter inh,-71,72*,-45,/,4,-53
sdo1 growth,/,0.31,/,1.2,1,0.42
sdo1 growth Rescue 24 h,/,0.84,/,1.1,0.18,0.12

(13) Cc1nnc(SCC(=O)Nc2nsc(-c3ccccc3)n2)s1
(14) COC(=O)C(c1cc(OC)c(O)c(OC)c1)(N1CCNC(C)C1)C(F)(F)F (stereo not given)
(15) COc1ccc(Oc2cc(F)nc(N)n2)cc1
(16) O=C(Nc1ccc(Cl)cc1)c1cc2nc(-c3ccco3)cc(C(F)(F)F)n2n1
(17) COc1ccc(N(CC(=O)O)S(C)(=O)=O)cc1OC
(18) O=[N+]([O-])c1ccc(Sc2nccn2Cc2ccccc2)c([N+](=O)[O-])c1

Screen / compound no.,13,14,15,16,17,18
INS promoter inh,-4,-15,14,71*,-189,16
sdo1 growth,1.2,0.12,-0.25,0.43,1.6,-0.5
sdo1 growth Rescue 24 h,0.54,1.7,-1.2,1.9,-0.09,0.02

Reformatted field by field: part of the list above
14: COC(=O)C(c1cc(OC)c(O)c(OC)c1)(N1CCNC(C)C1)C(F)(F)F (stereo not given)
  INS promoter inh: -15	sdo1 growth: 0.12	sdo1 growth Rescue 24 h: 1.7
15: COc1ccc(Oc2cc(F)nc(N)n2)cc1
  INS promoter inh: 14	sdo1 growth: -0.25	sdo1 growth Rescue 24 h: -1.2

Further entries:
(19) COc1ccc(/C=C/C(=O)OCc2cccc([N+](=O)[O-])c2)cc1
(20) O=C(CCn1c(=O)oc2ccccc21)Nc1nc2ccccc2s1
(21) CCC(c1nnnn1Cc1ccc(OC)cc1)N(CCCO)Cc1cc2cc3c(cc2[nH]c1=O)OCO3 (stereo not given)
(22) CC(=O)Nc1cccc(C(=O)O)n1
(23) O=C(CSc1nnc(Cc2ccccc2)n1-c1ccc(F)cc1)N1CCOCC1
(24) O=C(CSCc1ccc(F)cc1)Nc1ccccc1C(=O)N1CCOCC1

Screen / compound no.,19,20,21,22,23,24
INS promoter inh,36,/,-21,0,64,/
sdo1 growth,/,-1.3,0.57,/,0.47,1.4
sdo1 growth Rescue 24 h,/,-0.65,-0.09,/,0.78,1.4

(25) O=C(NCC(=O)N1CCCC1)c1cccs1
(26) CCC1CCCCN1C(=O)COc1ccc(F)cc1 (stereo not given)
(27) CC(Sc1nnc(-c2cccs2)n1-c1ccccc1)C(=O)NCc1ccco1 (stereo not given)
(28) O=C(c1cc2nc(-c3ccco3)cc(C(F)(F)F)n2n1)N1CCN(c2ccccn2)CC1
(29) CC(C)c1nnc(NC(=O)C2CCN(S(=O)(=O)c3ccc(-n4cnnn4)cc3)CC2)s1
(30) O=C(COc1ccccc1[N+](=O)[O-])N/N=C/c1cccs1

Screen / compound no.,25,26,27,28,29,30
INS promoter inh,0,-29,-162,3,-87,34
sdo1 growth,0.59,/,-0.31,-0.09,/,0.05
sdo1 growth Rescue 24 h,0.24,/,-0.44,-0.27,/,-0.35

(31) Cc1ccccc1S(=O)(=O)Cc1ccc(C(=O)N2CCN(c3ncccn3)CC2)o1
(32) O=C1c2ccccc2-c2nnc(-c3ccc(O)cc3)cc21
(33) Cc1ccc(S(=O)(=O)N2CCN(C(=O)CN3CCOCC3)C2)cc1
(34) O=C(O)CCNS(=O)(=O)c1ccccc1
(35) Cc1oc2ccc(OS(C)(=O)=O)cc2c1C(=O)OC(C)C
(36) CCn1c(SCC(=O)N2CCCc3ccccc32)nnc1-c1ccoc1C

Screen / compound no.,31,32,33,34,35,36
INS promoter inh,/,11,-9,-42,-7,0
sdo1 growth,-0.3,/,1.3,0.45,/,0.12
sdo1 growth Rescue 24 h,-0.75,/,0.69,0,/,-0.97

(37) O=C(C1CC1)N1CCc2cc(Br)cc(S(=O)(=O)NCc3ccco3)c21
(38) CCOC(=O)CSc1n[nH]c(-c2cccnc2)n1
(39) O=C(O)c1ccc(CNC(=O)c2ccc(C(F)(F)F)cc2)cc1
(40) O=S1(=O)C=CC(Nc2ccccc2)C1 (stereo not given)
(41) CCNC(=O)CSc1nc2ccccc2c(=O)n1-c1cc(OC)ccc1OC
(42) O=C(CCc1nc2ccccc2c(=O)[nH]1)OCc1ccc(Cl)cc1Cl

Screen / compound no.,37,38,39,40,41,42
INS promoter inh,-31,18,73*,-23,14,46
sdo1 growth,-0.45,1.2,/,0.72,-0.05,-1.4
sdo1 growth Rescue 24 h,-0.34,0.8,/,0.88,-0.7,-1.2

(43) CCCCOC(=O)c1ccc(NC(=O)C(=O)NCc2ccco2)cc1
(44) N/C(=N\OC(=O)/C=C/c1ccccc1)c1ccncc1
(45) OC(COC(c1ccccc1)c1ccccc1)CN1CCOCC1 (stereo not given)
(46) Cc1ccc(NC(=O)N(Cc2ccco2)Cc2cc3cc(C)cc(C)c3nc2Cl)cc1
(47) CC(C)C(=O)Nc1c2c(nc3ccccc13)N(C)CC2
(48) CCOC(=O)c1ccc(COC(=O)c2ccc(-c3nnc(-c4ccccc4)o3)cc2)o1

Screen / compound no.,43,44,45,46,47,48
INS promoter inh,-83,14,24,0,/,-106
sdo1 growth,/,/,/,-0.23,1,/
sdo1 growth Rescue 24 h,/,/,/,-0.64,0.66,/

(49) O=C(C1CCCN(S(=O)(=O)c2cccnc2)C1)N1CCn2c1nc1ccccc12 (stereo not given)
(50) Cc1nc2sc3c(O)cc(=O)[nH]c3c2c(C)c1C
(51) Cc1ccc(NC(=O)c2cccc(Cl)c2)nc1
(52) CC(C)(C)NC(=O)CN1C(=O)/C(=C/c2ccccc2)SC1=S
(53) CC(=O)CCC(=O)NCCc1ccccc1F
(54) CC(Cc1ccccc1)C(=O)N1CCN(C)CC1 (stereo not given)

Screen / compound no.,49,50,51,52,53,54
INS promoter inh,/,-19,3,59,25,-43
sdo1 growth,-0.26,-1.1,0.24,/,1.1,-0.03
sdo1 growth Rescue 24 h,-0.85,0.1,-0.08,/,1,0.41

(55) O=C(NCC(O)c1ccccc1)c1cccc(S(=O)(=O)N2CCOCC2)c1 (stereo not given)
(56) Nn1c(COc2ccccc2)nnc1SC(F)F
(57) Cc1ccc2nc(NC3=NCN(Cc4ccc5c(c4)OCO5)CN3)nc(C)c2c1
(58) CCC(C)Sc1nc(C)nc2c1c(=O)n(C)c(=O)n2C (stereo not given)
(59) COc1cccc(NC(=O)c2cc3c(=O)n4ccccc4nc3n(CC(C)C)c2=N)c1
(60) O=C(Nc1ccc2c(c1)OCCO2)c1cnc2n(c1=O)CCS2

Screen / compound no.,55,56,57,58,59,60
INS promoter inh,31,-14,1,/,38,/
sdo1 growth,0,-0.47,/,-1.2,/,0.47
sdo1 growth Rescue 24 h,-0.28,-1.2,/,-0.66,/,0.05

A different layout for part of the listing above.
57. Cc1ccc2nc(NC3=NCN(Cc4ccc5c(c4)OCO5)CN3)nc(C)c2c1
  INS promoter inh: 1; sdo1 growth: /; sdo1 growth Rescue 24 h: /
45. OC(COC(c1ccccc1)c1ccccc1)CN1CCOCC1 (stereo not given)
  INS promoter inh: 24; sdo1 growth: /; sdo1 growth Rescue 24 h: /
46. Cc1ccc(NC(=O)N(Cc2ccco2)Cc2cc3cc(C)cc(C)c3nc2Cl)cc1
  INS promoter inh: 0; sdo1 growth: -0.23; sdo1 growth Rescue 24 h: -0.64
28. O=C(c1cc2nc(-c3ccco3)cc(C(F)(F)F)n2n1)N1CCN(c2ccccn2)CC1
  INS promoter inh: 3; sdo1 growth: -0.09; sdo1 growth Rescue 24 h: -0.27

The listing continues:
Each structure is followed by: INS promoter inh, sdo1 growth, sdo1 growth Rescue 24 h
61: COC(=O)c1cccc(NC(=O)CCc2cc(OC)c(OC)c(OC)c2)c1
    -22, -0.38, -1
62: CCOC(=O)c1nc(Nc2ccccc2)c2ccccc2n1
    /, -0.9, -0.27
63: CC(=O)Nc1ccc(N2CCN(C(=O)c3cccs3)CC2)cc1
    50, 0.23, -0.36
64: CCCOc1ccc(C(O)CCNC(CC(=O)O)c2ccccc2)cc1 (stereo not given)
    44, 0.14, 0.06
65: CC(C)c1ccccc1NC(=O)Cn1c(-c2ccccc2Cl)nc2ccccc21
    ?, -0.7, -0.78
66: CN(C)c1ccc(NC(=O)CCCc2ccccc2)cc1
    64, 0.87, 0.82
67: Cc1cc(=O)cc(C)[nH]1
    /, 0.38, 0.66
68: CC(C)Oc1ccc(C2CC(=O)N(c3ccc(C(=O)O)cc3)C2=O)cc1 (stereo not given)
    -26, /, /
69: NC(=O)CN1CCN(S(=O)(=O)c2ccc(Br)cc2)CC1
    12, /, /
70: Cc1cccc(NC(=O)C(c2ccccc2Cl)N2CCOCC2)c1 (stereo not given)
    7, /, /
71: CC12CCC(C(=O)Nc3nccs3)(OC1=O)C2(C)C (stereo not given)
    0, 3*, 5.6*
72: CCCc1c2ccccc2nc2ccccc12
    85*, -0.22, -0.17
73: CC1CCC2(CC1)NC(=O)N(CC(=O)c1cccn1C)C2=O (stereo not given)
    3, -0.47, -0.74
74: CC(C)(C)C(=O)NC(=S)Nc1ccccc1C(=O)Nc1ccccc1
    /, -0.26, -0.32
75: O=C(NC1CCS(=O)(=O)C1)C1CCCN(S(=O)(=O)c2ccc(Cl)cc2)C1 (stereo not given)
    /, 1.4, 1.4
76: COc1ccc(C2NC(=O)c3n[nH]c(C)c32)c(OC)c1 (stereo not given)
    /, -0.33, -0.99
77: Cn1cc(C(=O)N2CCN(C(=O)c3ccco3)CC2)c2c3ccccc3n(C)c2c1=O
    /, -0.22, -0.26
78: CCOC(=O)c1c(C2CCN(C(=O)OCC)CC2)nc2ccccn12
    /, 1, 1.4
79: CC(C)n1c(SC2CCOC2=O)nc2ccccc21 (stereo not given)
    /, -0.49, -0.75
80: O=C(CN(C(=O)CCC(=O)Nc1ccccn1)c1ccc2c(c1)OCO2)NCc1ccco1
    /, 1.2, 0.25
81: CCn1c(SCC(=O)Nc2cc(C)on2)nnc1-c1ccncc1
    12, 0.23, -0.37
82: O=C1c2cccc3cccc(c23)C(=O)N1CCCc1n[nH]c(=S)n1-c1ccccc1
    0, /, /
83: COc1ccc(C)cc1NC(=O)C1CCCCC1C(=O)O (stereo not given)
    -142, 0.16, -0.12
84: CC12CCC(C(=O)N3CCC(Cc4ccccc4)CC3)(C(=O)C1=O)C2(C)C (stereo not given)
    14, /, /
85: O=C(NCc1ccccn1)C1CCN(S(=O)(=O)c2cccs2)CC1
    /, -0.18, -0.55
86: Cc1ccc(C2CC(=O)N3CN(Cc4ccco4)CSC3=C2C#N)cc1 (stereo not given)
    -45, -0.15, -0.89
87: COc1ccc(CC(=O)OC(C)CN2CCOCC2)cc1 (stereo not given)
    -14, /, /
88: COc1ccc(C2/C(=C(/O)c3ccccc3)C(=O)C(=O)N2c2ccccn2)c(OC)c1 (stereo not given)
    -35, 1.4, 1
89: O=C(c1ccco1)N1CCN(c2ncnc3c2[nH]c2ccc(Cl)cc23)CC1
    36, -0.43, 0.03
90: CCOC(=O)C(=O)NNc1ccc(Cl)cc1
    0, /, /
91: N#CC1(c2ccccc2)CCCN1C(=O)c1ccccc1Cl (stereo not given)
    25, -0.31, -0.33
92: CCC(C)NCCCCOc1ccc(C)cc1[N+](=O)[O-] (stereo not given)
    -17, 0.31, -0.36
93: CC(NC(=O)COC(=O)c1ccccc1Nc1ccccc1)c1ccccc1 (stereo not given)
    /, -0.46, 0.57
94: Cc1cccc(C(C)C)c1NC(=O)COC(=O)Cc1ccsc1
    /, 0.99, 0.48
95: Cc1ccc(S(=O)(=O)N2CCC(C(=O)NCCc3ccccc3)CC2)cc1
    13, -0.11, -0.16
96: COC(=O)c1ccc(CSc2nnc(SCc3ccc(C(=O)OC)o3)s2)o1
    -77, -1.1, -0.41
97: CC(=O)Nc1nonc1NC(=O)CSc1ncn[nH]1
    /, 1, -0.6
98: CCCC(=O)Nc1ccc(NC(=O)c2ccccc2Cl)nc1
    -25, 0.09, 0.19
99: Cc1sc2nc(CSc3nnnn3-c3ccc(Cl)cc3)[nH]c(=O)c2c1C
    /, -1, -0.24
100: O=C(COc1ccccc1C(=O)c1cnn(-c2ccccc2)c1)Nc1ccc2ccccc2c1
    /, 0.39, 0.42
101: O=C(CSc1nn(-c2ccccc2)c(=S)s1)Nc1ncccn1
    -377, /, /
102: COc1ccc(OCC(=O)NNC(=O)Cc2coc3cc(OC)ccc23)cc1
    /, 1.1, 1.3
103: COc1ccc(/C=C/C(=O)O)cc1S(=O)(=O)N1CCCc2ccccc21
    7, /, /
104: Cc1cc(NC(=O)C23CCC(C)(c4nc5cc(Cl)c(Cl)cc5nc42)C3(C)C)no1 (stereo not given)
    -412, /, /

Single values from the list.
Entry of compound 102 under sdo1 growth Rescue 24 h: 1.3
Entry of compound 96 under sdo1 growth Rescue 24 h: -0.41
